# HDAC3 inh: HDAC3 deacetylase inhibitors, primary screen, biochemical, fluorescence, cell-free homogeneous | Histone deacetylase 3 (Homo sapiens), O15379 | recombinant HDAC3, fluorogenic peptide/trypsin coupled | inhibition, % at 8.3 µM | actives 0.15% (n = 320,000); in the data active means inhibition above about 26%, passing the limit was not always enough; inconclusive means no clear call, values can overlap the other calls
# hERG protect: hERG rescue from dofetilide block, primary screen, cell-based, CHO-hERG, FluxOR thallium flux, dofetilide IC70; Voltage-gated inwardly rectifying potassium channel KCNH2 (Homo sapiens), Q12809; dofetilide IC70 present; activation (rescue from dofetilide block), less the hit threshold, % at 10 µM; actives 0.51% (n = 310,000); AID 1511, 2009;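 active means activation above the mean of controls blocked by dofetilide plus 5 SD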;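 further: thallium influx through hERG after potassium depolarization seen as dye fluorescence rise; in these data hits start at about 4.7%; inactives centre near -7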
# Dyrk1A ADPGlo: rat Dyrk1A kinase inhibitors, primary screen, biochemical, single point, plate reader; actives 0.43% (n = 310,000); ADP-Glo luminescence, NFATc1 peptide; inhibition, % at 12.5 µM; Dual specificity tyrosine-phosphorylation-regulated kinase 1A (Rattus norvegicus), Q63470; AID 504441, 2011; in the data active means inhibition above about 50%;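 further: plate controls were vehicle with enzyme for no effect and no enzyme for full effect; many of its hits are not listed in these tables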
# TMEM16A inh: TMEM16A chloride channel inhibitors, primary screen, cell-based, HTS | Anoctamin-1 (Mus musculus), Q8BHY3 | HEK293 TMEM16A/YFP iodide influx fluorescence, ionomycin | normalized B-score (activity score, 25-100; higher = stronger inhibition) at 10 µM | actives 1.2% (n = 310,000) | AID 588511, 2011;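 active means ratio plate-corrected score three or more library SD toward inhibition, starting fluorescence score within five deviations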;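 further: score derived from kinetic fluorescence span divided by baseline fluorescence per well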
# KCNQ1 act: potentiators or activators of KCNQ1 channel, primary screen, cell-based, thallium flux, high-throughput. CHO-K1 KCNQ1, thallium flux FluxOR fluorescence; hits give high values. B-score at 10 µM. actives 0.35% (n = 310,000);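 active means fluorescence ratio B-score, a plate-corrected score, at least three library SD, with initial intensity B-score within 5 SD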
# Target sequence (P51787 whole entry, looked up): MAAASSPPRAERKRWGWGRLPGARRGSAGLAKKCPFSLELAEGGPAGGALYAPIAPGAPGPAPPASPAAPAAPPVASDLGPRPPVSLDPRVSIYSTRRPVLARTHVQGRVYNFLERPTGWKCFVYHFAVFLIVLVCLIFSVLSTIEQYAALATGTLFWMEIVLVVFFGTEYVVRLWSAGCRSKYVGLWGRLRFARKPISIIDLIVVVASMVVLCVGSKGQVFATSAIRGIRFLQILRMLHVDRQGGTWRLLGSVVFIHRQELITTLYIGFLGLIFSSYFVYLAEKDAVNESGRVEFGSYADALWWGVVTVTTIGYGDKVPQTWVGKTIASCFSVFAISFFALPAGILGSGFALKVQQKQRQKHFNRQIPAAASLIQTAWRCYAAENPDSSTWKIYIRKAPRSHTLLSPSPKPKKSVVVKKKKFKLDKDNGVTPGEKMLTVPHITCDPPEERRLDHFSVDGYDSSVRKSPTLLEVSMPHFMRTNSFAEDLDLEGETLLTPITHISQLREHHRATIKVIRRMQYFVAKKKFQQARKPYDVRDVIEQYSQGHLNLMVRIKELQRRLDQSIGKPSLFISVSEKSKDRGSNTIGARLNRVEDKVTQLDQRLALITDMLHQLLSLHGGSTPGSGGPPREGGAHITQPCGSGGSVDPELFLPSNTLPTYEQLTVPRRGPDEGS
#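 System: Stable KCNQ1 CHO-K1 line | Incubation: 90 min dye loading and 20 min compound exposure, both at room temperature | Measure: Ratio B score | Medium: Assay buffer for compound exposure, DMSO matched across wells | Compound dosing: Single-concentration screen | Probe or stimulus: K+/Tl+ depolarizing stimulus | Measured by: Kinetic FluxOR fluorescence, 10 s baseline plus 110 s post-stimulus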
# KCNK9 inh: KCNK9 potassium channel inhibitors, primary screen, HEK293 cells, thallium flux. Potassium channel subfamily K member 9 (Homo sapiens), Q9NPC2. FluxOR thallium flux fluorescence; hits give low values. B-score at 10 µM. actives 1.2% (n = 310,000);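 active means ratio B-score over 3 SD below the library mean, with starting fluorescence within 5 SD of its mean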;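 further: negative B-score means less thallium flux so channel inhibition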
# Target sequence (Q9NPC2 whole entry, looked up): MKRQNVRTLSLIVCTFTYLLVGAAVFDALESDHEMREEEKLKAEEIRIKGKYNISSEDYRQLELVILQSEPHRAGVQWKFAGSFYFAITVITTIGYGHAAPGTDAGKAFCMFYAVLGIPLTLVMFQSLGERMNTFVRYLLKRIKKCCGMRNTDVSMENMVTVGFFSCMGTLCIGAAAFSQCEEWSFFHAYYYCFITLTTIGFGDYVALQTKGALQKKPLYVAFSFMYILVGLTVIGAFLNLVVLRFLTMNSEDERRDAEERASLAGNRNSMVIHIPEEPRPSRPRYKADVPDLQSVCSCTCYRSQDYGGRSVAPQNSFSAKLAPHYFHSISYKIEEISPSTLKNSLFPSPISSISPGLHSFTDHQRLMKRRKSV
# TRPC4 potent: positive allosteric modulators of TRPC4, primary screen, cell-based, mouse TRPC4beta, HEK293 mu-opioid, Fluo-4 calcium | B-score at 10 µM | Short transient receptor potential channel 4 (Mus musculus), Q9QUQ5 | actives 0.42% (n = 310,000) | DAMGO EC20, Fluo-4 Ca2+ flux; hits give high values;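 active means B-score of calcium response area above 5 SD of library B-scores, with initial fluorescence ratio within 5 SD of library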;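 further: B-score of integrated fluorescence ratio over time as area under calcium response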
# TMEM16A act: TMEM16A chloride channel activators or potentiators, primary screen, cell-based, HTS | B-score at 10 µM | Anoctamin-1 (Mus musculus), Q8BHY3 | HEK293 TMEM16A/YFP-H148Q/I152L, iodide quench fluorescence; hits give low values | actives 0.3% (n = 340,000);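 active means fluorescence-ratio B-score plate-corrected deviation score at least 3 library SD below zero, with starting fluorescence score within 5 deviations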;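 further: channel opened by trigger with iodide after compound preincubation; score built on the fluorescence ratio of max minus min over baseline; more negative score means more quench and so TMEM16A activation or potentiation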
# TRPC4 agonist: activators of mouse TRPC4 channel, primary screen, Fluo4 calcium, HEK293 TRPC4beta/mu-opioid cells; Short transient receptor potential channel 4 (Mus musculus), Q9QUQ5; actives 0.49% (n = 310,000); AID 2237, 2010; Fluo4 calcium fluorescence; hits give high values; B-score at 10 µM;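 active means B-score above 5 SD of library B-scores, and initial fluorescence ratio not above library mean plus 5 SD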;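 further: positive B-score marks a calcium rise read as TRPC4 activation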
#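 Incubation: 45 min room-temperature Fluo4 loading, 110 s read / System: HEK293 cells stably co-expressing mouse TRPC4beta and mu-opioid receptor / Signal: Fluo4 fluorescence, kinetic / Control set: buffer (low) and maximal DAMGO (high) / Measure: integrated baseline-normalised fluorescence ratio, converted to per-well B score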
# KCNK3 block: human KCNK3 channel inhibitors, primary screen, CHO cells, FluxOR thallium flux, B-score; FluxOR fluorescence; hits give low values; B-score at 10 µM; actives 0.84% (n = 340,000); Potassium channel subfamily K member 3 (Homo sapiens), O14649;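 active means B-score under library mean minus 4 SD, starting fluorescence ratio at most library mean plus 5 SD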;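 further: more negative B-score means stronger inhibition of thallium flux through KCNK3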
# KCNQ1 block: inhibitors of human KCNQ1 channel, primary screen, cell-based, thallium flux, high-throughput; B-score at 10 µM; Potassium voltage-gated channel subfamily KQT member 1 (Homo sapiens), P51787; actives 1.3% (n = 310,000); AID 2642, 2010; CHO-K1 KCNQ1, FluxOR thallium flux fluorescence; hits give high values;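 active means compounds whose thallium flux B-score, printed positive for inhibition, exceeds three library SD while starting fluorescence stays within three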;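 further: channel opened by potassium depolarization with thallium stimulus after 20 min compound exposure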
# Active calls of the source: *; i = inactive; ? = inconclusive; / = not tested or not shown.
SMILES,HDAC3 inh,hERG protect,Dyrk1A ADPGlo,TMEM16A inh,KCNQ1 act,KCNK9 inh,TRPC4 potent,TMEM16A act,TRPC4 agonist,KCNK3 block,KCNQ1 block
COc1ccc2c(c1OC)C(=O)OC2Nc1nc(-c2cc3cc(Br)ccc3oc2=O)cs1 (configuration not stated),0,-9,0,i,i,i,i,i,i,i,i
COCCn1c(SCC(=O)Nc2ccc(OC)c(S(N)(=O)=O)c2)nc2ccccc2c1=O,-11,-12,2,i,i,i,i,i,i,i,i
CCN1C(=O)N[C@@H](c2ccccc2)[C@H](C(C)=O)[C@H]1C,-6,-6,8,i,i,i,i,i,i,i,i
NC(=O)COc1ccc(NC(=O)OCc2ccccc2)cc1,-1,-2,-2,i,i,i,i,i,i,i,i
Cc1ccc(C)c(-n2c(SCC(=O)N3CCC(C(=O)O)CC3)nnc2-c2cccc(Cl)c2)c1,1,-11,-3,i,i,i,i,i,i,i,i
CCN(CC)CCCNc1nc2cc(OC)c(OC)cc2c2nc(-c3ccccc3)nn12,-14,-7,-3,i,i,i,i,i,i,i,i
NS(=O)(=O)c1ccc(NC(=O)c2ccc(CSc3ccccc3)o2)cc1,-4,-3,-3,i,i,i,i,i,i,i,i
CCOc1ccc2c(c1)nc(SCC(=O)c1ccc(Br)s1)n2C,6,-11,-3,i,i,i,i,i,i,i,i
CCOC(=O)N1CCN(S(=O)(=O)c2c[nH]c(C(=O)OC)c2)CC1,0,-11,-1,i,i,i,i,i,i,i,i
CC1(C)CC(=O)C(C=NCCN2CCN(C3CC(=O)N(c4ccc(Cl)c(Cl)c4)C3=O)CC2)=C(O)C1 (configuration not stated),-4,-16,3,i,i,i,i,i,i,i,i
Cc1cc(C(=O)O)ccc1N=Cc1c(O)ccc2ccccc12,0,-9,/,i,i,i,i,i,i,i,i
Cc1ccccc1N1C(=O)C2ON(c3ccccc3)C(c3ccncc3)C2C1=O (configuration not stated),-1,-6,6,i,i,i,i,i,i,i,i
CCOC(=O)c1c(-c2ccccc2)oc2ccc(OCC(=O)NNC(=O)CCC(=O)O)cc12,-73,-3,3,i,i,i,i,i,i,i,i
COc1cc2c(cc1OC)C(C)N(C(=O)c1cc3n(n1)C(C(F)(F)F)CC(c1ccco1)N3)CC2 (configuration not stated),5,-6,-1,i,i,i,i,i,i,i,i
COc1ccccc1N(CC(=O)NCc1ccco1)S(C)(=O)=O,3,-8,-2,i,i,i,i,i,i,i,i
O=C(Nc1ccccc1F)c1cc(C(=O)Nc2ccccc2F)cc([N+](=O)[O-])c1,6,-1,/,i,i,i,i,i,i,i,i
COc1ccc(N2CCN(C(=S)Nc3ccc(OC)cc3OC)CC2)cc1,2,-10,2,i,i,i,i,i,i,i,i
CC1=C(C(=O)N2CCCCCC2)C2(CCC(C)CC2)OC1=O (configuration not stated),-5,-12,-7,i,i,i,i,i,i,i,i
Cc1cccc(C)c1NC(=O)CN1C(=O)C(C)Oc2ccccc21 (configuration not stated),5,-8,9,i,i,i,i,i,i,i,i
CCOC(=O)c1sc2c(c1C)c(=O)c(C(=O)OCC)cn2CC,-8,-10,-1,i,i,i,i,i,i,i,i
Cc1ccccc1NC(=O)C1CCN(c2cc(-c3ccccc3)nc3ncnn23)CC1,-3,-10,-4,i,i,i,i,i,i,i,i
CN(C)S(=O)(=O)c1cc(NC(=O)COC(=O)c2ccc3c(c2)OCO3)ccc1Cl,-9,/,-2,i,/,/,/,i,/,i,/
N#C/C(=N\Nc1ccc(Cl)cc1)C(=N)N1CCCCCC1,1,-3,-2,i,i,i,i,i,i,i,i
Cc1nc2cc(-c3ccccc3)nn2c(C)c1CCC(=O)NC(C)c1ccc2c(c1)OCCO2 (configuration not stated),-5,-8,2,i,i,i,i,i,i,i,i
COc1ccc(Br)cc1/C=N/NC(=O)c1cc(OC)c(OC)c(OC)c1,0,-8,2,i,i,i,i,i,i,i,i
O=C(NCc1ccco1)c1cccc(S(=O)(=O)N2CCc3ccccc32)c1,-3,-7,-3,i,i,i,i,i,i,i,i
CC(=O)/C(=N/Nc1ccccc1)Sc1nnc(CCc2ccccc2)n1-c1ccccc1,6,-15,9,i,i,i,i,i,i,i,i
O=C(NCc1ccccn1)C(=O)NCC(c1ccco1)N1CCOCC1 (configuration not stated),2,-15,-3,i,i,i,i,i,i,i,i
COC(C(=O)Nc1ccnn1C1CCN(C(=O)c2cccc(F)c2)CC1)c1ccccc1 (configuration not stated),-6,-7,5,i,i,i,i,i,i,i,i
C=CCOC(=O)C(C#N)c1nc2ccccc2nc1N1CCN(Cc2ccccc2)CC1 (configuration not stated),-2,-9,8,i,i,i,i,i,i,i,i
COC(=O)C1=C(C(=O)OC)[C@@H]2Nc3ccccc3[C@@]23C[C@@H](C(=O)OC)N(C(=O)c2cccs2)C3=N1,-8,-9,-13,i,i,i,i,i,i,i,i
Cc1ccc2c(c1)nnn2C1CCN(CC(=O)NNC(=O)c2ccco2)CC1,0,-9,2,i,i,i,i,i,i,i,i
Cc1ccc2ncnc(Nc3ccc(C)c(C)c3)c2c1,-1,-2,/,i,i,i,i,i,i,i,i
CC(C)(C)C(=O)COC(=O)c1c2c(nc3ccccc13)CCC2,1,-14,2,i,i,i,i,i,i,i,i
O=C(CCc1nc(-c2ccc(Cl)cc2)no1)NCC1CCCO1 (configuration not stated),2,-8,-8,i,i,i,i,i,i,i,i
Cc1ccc(-c2nnc(N3CCOCC3)c3ccccc23)cc1S(=O)(=O)NCc1cccnc1,11,-8,-2,i,i,i,i,i,i,i,i
CCCCCCC1NC(C(=O)O)CS1 (configuration not stated),-1,-11,-1,i,i,i,i,i,i,i,i
COC(=O)c1ccc2c(c1)C(=O)/C(=C/c1ccc(O)cc1)O2,5,-3,26,i,i,i,i,i,i,i,i
COc1cccc(C(=O)N(c2ccccc2)C2C=CS(=O)(=O)C2)c1 (configuration not stated),0,-3,-2,i,i,i,i,i,i,i,i
Cc1cc(SCC(=O)Nc2cccc(S(=O)(=O)NC3=NCCCCC3)c2)c(C)cc1Br,0,-4,2,i,i,i,i,i,i,i,i
CCN(CC)S(=O)(=O)c1ccc2[nH]cc(C(=O)NCCCN3CCCCC3)c(=O)c2c1,1,-4,-9,i,i,i,i,i,i,i,i
COc1cc(OC)c(C(=O)N2CCN(c3ccccn3)CC2)cc1OC,-2,-10,-3,i,i,i,i,i,i,i,i
CCOC(=O)c1[nH]c2c(c1-c1ccccc1)C(=O)CC(c1ccccc1)C2 (configuration not stated),-5,-6,15,i,i,i,i,i,i,i,i
O=C(CC(n1cncn1)C(Cl)(Cl)Cl)c1ccc([N+](=O)[O-])cc1 (configuration not stated),-7,-13,1,i,i,i,i,i,i,i,i
Cc1cccc(NC(=O)NNC(=O)c2ccc3ccccc3c2)c1,?,-11,3,i,i,i,i,i,i,i,i
CCC(C)(C)NC(=O)CCn1c(-c2ccccc2)cc(C(C)=O)c1C,0,-8,-8,i,i,i,i,i,i,i,i
Cc1c(CCO)c(=O)[nH]n1S(=O)(=O)c1cccc(C(F)(F)F)c1,2,-1,2,i,i,i,i,i,i,i,i
CCOc1ccc2nc(NCCNC(=O)Nc3cccc(C)c3)c(C#N)cc2c1,-8,0,-7,i,i,i,i,i,i,i,i
COc1ccc(C(=O)OC(C)CN2CCOCC2)cc1 (configuration not stated),0,-4,-6,i,i,i,i,i,i,i,i
O=C1O/C(=C/c2ccccc2)c2ccccc21,-1,-10,-3,i,i,i,i,i,i,i,i
CC1(C)CC(NC(=O)CCC2CCCC2)CC(C)(C)N1,4,-9,14,i,i,i,i,i,i,i,i
CCCCOc1cccc(OCCCC)c1C(=O)Nc1cc(C)on1,7,-9,-3,i,i,i,i,i,i,i,i
Nc1nnc(CCS(=O)(=O)c2cc(Cl)ccc2Cl)s1,-2,-5,4,i,i,i,i,i,i,i,i
COc1ccc(NC(=O)CS(=O)c2cccc(C(F)(F)F)c2)cc1 (configuration not stated),-6,-4,18,i,i,i,i,i,i,i,i
COCCn1c(SCC(=O)Nc2ccc3c(c2)CCC3)nc2ccccc2c1=O,4,-13,-1,i,i,i,i,i,i,i,i
COc1cc(C2(O)CCCCC2C)cc(OC)c1OC (configuration not stated),-1,-1,4,i,i,i,i,i,i,i,i
O=C(COC(=O)c1cc(Cl)ccc1Cl)Nc1ccc2[nH]c(=O)[nH]c2c1,-9,-16,2,i,i,i,i,i,i,i,i
Cc1cccc(C(=O)OCC(=O)NC(C)CCc2ccccc2)c1 (configuration not stated),5,1,3,i,i,i,i,i,i,i,i
COc1ccccc1C1=NOC(Cn2c(NCC3CCCO3)nc3c2c(=O)n(C)c(=O)n3C)C1 (configuration not stated),-1,-5,-11,i,i,i,i,i,i,i,i
Cc1cc(NC(=O)CCC(=O)N(C2CC2)C(C(=O)NC(C)(C)C)c2ccccc2Cl)no1 (configuration not stated),10,-4,0,i,i,i,i,i,i,i,i
COc1ccc(CN2CCNC(=O)C2CC(=O)N(C)CCC2CCOCC2)cc1OC (configuration not stated),-6,-9,-1,i,i,i,i,i,i,i,i
COc1cc(Br)ccc1C1CC(=O)C(C)C(c2ccc(Br)cc2OC)N1 (configuration not stated),/,-3,-3,i,i,i,i,/,i,i,i

# Source: PubChem BioAssay

# A portion of the library (hit frequency here may not be typical).
